Screens as filed in PubChem.
IMPase Li cell – qHTS Assay for Identifying the Cell-Membrane Permeable IMPase Inhibitors: Potentiation with Lithium; Potency, µM (titrated, usually from 59.4 µM), for the others: at the top dose activity, negative = IMPase inhibition, most hits filed as inhibitors; hit rate 0.35% among 210,000; CHO-M1 cells, IP1 TR-FRET (IP-One), carbachol + lithium;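 note: IP1 builds up when IMPase is blocked and the TR-FRET signal falls; potency is the fitted concentration of half-maximal effect; plate controls were basal vehicle for no effect and high inhibitor control for full effect; nearly all actives have a fitted effect of over 50% in size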
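CHO cells stably expressing M1 receptor (2000/well) were cultured 16–30 h, then exposed to compounds with a small lithium addition for 30 min at 37C. IP1 was measured by TR-FRET competition; AC50 from Hill fits.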
CBFb-RUNX1 inh – qHTS Assay for Compounds Blocking the Interaction Between CBF-beta and RUNX1 for the Treatment of Acute Myeloid Leukemia. AlphaScreen CBFb-His/RUNX1-biotin binding, biochemical. Potency, µM (series often up to 59.8 µM), for the others: top-dose activity, negative = inhibition, hits mostly inhibitors. 230,000 tested, under 10 active. Runt-related transcription factor 1 (Homo sapiens) + Core-binding factor subunit beta …; note: % of control where 0% means no effect
Target sequence (Q01196 whole entry, looked up): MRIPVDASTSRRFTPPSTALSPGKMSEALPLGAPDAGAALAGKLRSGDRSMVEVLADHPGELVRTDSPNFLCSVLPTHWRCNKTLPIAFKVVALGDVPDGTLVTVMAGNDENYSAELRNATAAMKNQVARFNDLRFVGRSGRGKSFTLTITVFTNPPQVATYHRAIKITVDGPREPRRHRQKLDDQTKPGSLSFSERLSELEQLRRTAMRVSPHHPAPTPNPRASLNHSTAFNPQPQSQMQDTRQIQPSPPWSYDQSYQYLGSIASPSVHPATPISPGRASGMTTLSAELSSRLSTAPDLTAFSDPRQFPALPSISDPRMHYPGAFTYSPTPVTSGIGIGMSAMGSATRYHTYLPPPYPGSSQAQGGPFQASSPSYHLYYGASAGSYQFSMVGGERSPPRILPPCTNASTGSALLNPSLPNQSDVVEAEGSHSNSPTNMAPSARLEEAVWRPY
Target sequence (Q13951 whole entry, looked up): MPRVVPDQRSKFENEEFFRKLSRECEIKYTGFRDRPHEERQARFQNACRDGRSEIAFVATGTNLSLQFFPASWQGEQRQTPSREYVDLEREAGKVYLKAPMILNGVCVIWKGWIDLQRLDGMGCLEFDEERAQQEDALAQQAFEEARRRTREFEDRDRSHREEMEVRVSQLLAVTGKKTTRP
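AlphaScreen proximity signal reports loss of binding between His-tagged CBF-beta and biotin-labelled RUNX1, each at 30 nM. Proteins are pre-associated for 20 minutes, compounds added for 15 minutes, then beads for 90 minutes, all at ambient temperature.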
LMNA splice mod – qHTS Assay for Modulators of Lamin A Splicing. HeLa LMNA splicing GFP/RFP minigene ratio, 48 h. Potency, µM (highest dose often 46.1 µM), for inactives: at the highest dose ratio change, negative = inhibition, usual class: inhibitors. hit rate 0.01% among 200,000. AID 1487, 2009; active = well fitted inhibition curve with a large enough effect in the signal ratio, with a control signal flat, not every such curve was filed as active; inconclusive = small, poorly fitted or top-dose-only effect, or effect the other way, or a change in a side signal; the % refers to the signal ratio; note: potency is the fitted concentration of half-maximal effect; % is set by controls: 0 for no effect and ±100 for the full control effect
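Read-out is the ratio of GFP to DsRed2 object intensity, acquired by 488 nm laser-scanning cytometry on HeLa lamin A-EGFP minigene reporter cells. Compound incubation 48 hrs at 37 °C in Opti-MEM with 2% FBS; DMSO 0.5% final.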
HTT cytoprotect – qHTS Multiplex Assay to Identify Dual Action Probes in a Cell Model of Huntington: Cytoprotection (ATP); AID 1471, 2008; Potency, µM (titrated, usually from 56.4 µM), for inactives: cytoprotection (ATP increase), actives largely listed as activators; PC12 HTT-Q103 induced, cytoprotection, ATP luminescence, 40 h; hit rate 0.14% among 230,000;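 note: potency is the fitted concentration of half-maximal effect; % of control where 0% means no effect; nearly all actives have a fitted effect of over 45% in size; toxic huntingtin expression switched on by the ecdysone agonist tebufenozide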
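PC12 cells stably carrying ecdysone-inducible Htt exon 1 (Q103)–GFP were induced with 100 nM tebufenozide (final) alongside library compounds in a dose series. Cytoprotection was scored as retained ATP by ATPlite luminescence.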
HTT aggregate – qHTS Multiplex Assay to Identify Dual Action Probes in a Cell Model of Huntington: Aggregate Formation (GFP); PC12 HttQ103-GFP aggregates, Acumen cytometry, 40 h; Potency, µM (highest dose often 46.1 µM), inactives show at the top dose activity change, negative = inhibition, most hits filed as inhibitors; hit rate 1.1% among 220,000; note: potency is the fitted concentration of half-maximal effect; % is set by controls: 0 for no effect and ±100 for the full control effect; nearly all actives have a fitted effect of over 60% in size
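Aggregates are detected as GFP objects 1–25 µm with signal 6 STDEV over background in lysates of induced PC12 cells. These carry Huntingtin exon 1 with 103 glutamines fused to GFP under an ecdysone promoter; compounds titrated.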
SMN2 splice up – qHTS Assay for Enhancers of SMN2 Splice Variant Expression; hit rate 2.8% among 210,000; AID 1458, 2008; HEK293 SMN2-luciferase splicing reporter, luminescence, 30-36 h; Potency, µM (titrated, usually from 46.1 µM), without a hit: top-dose activity change, positive = activation, hits mostly activators; note: potency is the fitted concentration of half-maximal effect; % of control where 0% means no effect; nearly all actives have a fitted effect of over 55% in size
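HEK293 cells carry an SMN2 minigene-luciferase reporter in which exon 7 inclusion puts luciferase in frame. Cells were seeded at 2000 cells/well, attached for 10-12 hours, then exposed to compounds for 30-36 hours at 37C before ONE-Glo luminescence.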
Luc counter – Counterscreen for Luciferase (Kinase-Glo TM) Inhibition | Kinase-Glo luciferase, ATP luminescence, 8 min | Potency, µM (doses to about 38.3 µM), without a hit: top-dose activity change, negative = inhibition, most hits filed as inhibitors | hit rate 0.28% among 200,000; note: potency is the fitted concentration of half-maximal effect; % is set by controls: 0 for no effect and ±100 for the full control effect; nearly all actives have a fitted effect of over 60% in size
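Light output from Kinase-Glo luciferase with luciferin and 10 uM ATP in 50 mM imidazole pH 7.2, KCl, MgCl2, Tween 20, BSA; compound pin-delivered, 8-min ambient incubation, then luminescence read.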
The depositor's hits bear a star; u = inconclusive; x = not tested or not shown; & = joins results of further samples; [ ] = dose if it differs, or a comment. Unless noted, calls come from the whole dose curve; as a rule, active = well fitted curve in the direction sought with a large enough effect; inconclusive = small, poorly fitted or top-dose-only effect, or another doubt; inactive = no such curve, though single readings can be large; an effect the other way counts as inactive or inconclusive.

Short forms: A = IMPase Li cell; B = CBFb-RUNX1 inh; C = LMNA splice mod; D = HTT cytoprotect; E = HTT aggregate; F = SMN2 splice up; G = Luc counter
compound: C/C(=N/NC(=O)c1ccc(Br)o1)c1cccc(NC(=O)c2ccc(C)o2)c1
  A: 10% | B: -7% | C: 3% | D: 5%[10 µM] | E: 24% | F: 13% | G: 0%

compound: COc1ccc(-c2c(N)nnc3c2[nH]c2ccccc23)cc1OC
  A: x | B: 4% | C: u | D: -1% | E: -14% | F: x | G: x

compound: CCOC(=O)N1CCC(NC(=O)C2CCN(S(=O)(=O)c3cccs3)CC2)CC1
  A: 4%[38.3 µM] | B: 2% | C: -2% | D: 2% | E: -2% | F: -25% | G: -1%

compound: O=C(NC(=C(Cl)Cl)S(=O)(=O)c1ccc(Cl)cc1)c1ccccc1
  A: x | B: 4% | C: x | D: -87%[inhibitor][10 µM] | E: u | F: x | G: x

compound: COC(=O)C1CCN(CCCOc2ccc(CN3CCN(c4ccc([N+](=O)[O-])cc4)CC3)cc2)CC1
  A: 11% | B: -2% | C: x | D: -10% | E: 1% | F: x | G: 3%

compound: Cc1nc(C(=O)Nc2ccccc2Cl)cc2c1[nH]c1ccccc12
  A: 0%[38.3 µM] | B: 15% | C: u | D: 12% | E: -4% | F: -12% | G: 0%

compound: O=C(CN1C(=O)CCC1=O)Nc1nc(-c2ccc3ccccc3c2)cs1
  A: 10% | B: -8% | C: x | D: x | E: 9% | F: 27% | G: 1%

compound: CN(C)Cc1cc2ccccc2c2c1COC2
  A: x | B: -9% | C: x | D: 0%[10 µM] | E: -13%[9.22 µM] | F: x | G: x

compound: CC1c2ccccc2SC(CCCN(C)C)c2ccccc21 (stereo not given)
  A: 14% | B: -20% | C: u | D: x | E: -23% | F: -26% | G: -2%

compound: CC1CCN(c2nc(-c3ccccc3)cc(C(F)(F)F)n2)CC1
  A: 0%[38.3 µM] | B: 0% | C: 21% | D: -24% | E: -4% | F: -15% | G: -6%

compound: CCOc1ccccc1OCC(=O)O
  A: -2%[38.3 µM] | B: 5% | C: 12% | D: 18% | E: -3% | F: -3% | G: 1%

compound: CC1(C)C2CCC1(CS(=O)(=O)N1CCOCC1)C(=O)C2 (stereo not given)
  A: 0%[38.3 µM] | B: 2% | C: -5% | D: 35% | E: -7% | F: u | G: -2%

compound: NC(=O)[C@H]1CC2(CC(c3cccc(NC(=O)c4ccccc4)c3)=NO2)CN1C(=O)[C@H]1CCC(=O)N1 (stereo not given in full)
  A: -7%[38.3 µM] | B: 4% | C: 17% | D: -47%[inhibitor] | E: 12% | F: 1% | G: -4%

compound: CCOC(=O)C(CCCCCCP(=O)(c1ccccc1)c1ccccc1)NC(C)=O (stereo not given)
  A: x | B: 3% | C: x | D: -13%[10 µM] | E: -2%[9.22 µM] | F: x | G: x

compound: CCN(CC)CC(=O)Nc1cc(N(C)C)nc2ccccc12
  A: x | B: 4% | C: u | D: 2%[10 µM] | E: 2%[9.22 µM] | F: x | G: x

compound: CC(C)C(=O)N1CCC2(CC1)Oc1ccc(F)cc1C(=O)C21CC(c2ccc(Cl)cc2)=NO1 (stereo not given)
  A: x | B: 4% | C: x | D: -13%[10 µM] | E: 8%[9.22 µM] | F: x | G: x

compound: COC(=O)Nc1ccc(S(=O)(=O)N2CCCC(C(=O)N3CCCCC3)C2)cc1 (stereo not given)
  A: -2% | B: -6% | C: 8%[9.22 µM] | D: 23% | E: -12% | F: -25% | G: -3%

compound: CCOC(=O)C1CCCN(C(=O)c2sc3nc(-c4ccc(F)cc4)cn3c2C)C1 (stereo not given)
  A: 12%[38.3 µM] | B: 0% | C: u | D: 18% | E: 13% | F: -26% | G: 1%

compound: Cc1cc(OCC(=O)Nc2ccncc2)ccc1Br
  A: x | B: 5% | C: u | D: 5% | E: -12% | F: x | G: x

compound: FC(F)(F)c1cc(-c2ccccc2)nc(N2CCCCCC2)n1
  A: 37%[38.3 µM] | B: 3% | C: -7% | D: -4%[0.074 µM] | E: -24% | F: 7% | G: 1%

Three compounds picked at random from the list so far, as already listed:
Short forms: A = IMPase Li cell; B = CBFb-RUNX1 inh; C = LMNA splice mod; D = HTT cytoprotect; E = HTT aggregate; F = SMN2 splice up; G = Luc counter
compound: CC(C)C(=O)N1CCC2(CC1)Oc1ccc(F)cc1C(=O)C21CC(c2ccc(Cl)cc2)=NO1 (stereo not given)
  A: x | B: 4% | C: x | D: -13%[10 µM] | E: 8%[9.22 µM] | F: x | G: x

compound: CC1CCN(c2nc(-c3ccccc3)cc(C(F)(F)F)n2)CC1
  A: 0%[38.3 µM] | B: 0% | C: 21% | D: -24% | E: -4% | F: -15% | G: -6%

compound: O=C(CN1C(=O)CCC1=O)Nc1nc(-c2ccc3ccccc3c2)cs1
  A: 10% | B: -8% | C: x | D: x | E: 9% | F: 27% | G: 1%

Additional structures:
Short forms: A = IMPase Li cell; B = CBFb-RUNX1 inh; C = LMNA splice mod; D = HTT cytoprotect; E = HTT aggregate; F = SMN2 splice up; G = Luc counter
compound: CNC(=O)N(O)C1N(c2ccccc2)C(=S)SC1(C)C (stereo not given)
  A: -3% | B: -5% | C: -15% | D: 20%[10 µM] | E: 3% | F: 17% | G: -2%

compound: N#Cc1ccccc1NC(=O)COc1c(Br)cc(Br)c2cccnc12
  A: -27% | B: -24% | C: 1% | D: -10%[10 µM] | E: -4% | F: -11% | G: -6%

compound: Cc1[nH][nH]c(=O)c1C(c1ccc(-c2ccc(F)cc2)o1)c1c(C)[nH][nH]c1=O
  A: 12% | B: 5% | C: u | D: -3%[10 µM] | E: 21%[9.22 µM] | F: x | G: 3%

compound: O=C(Nc1cccc(F)c1)c1c(F)c(F)c(F)c(F)c1F
  A: 18%[38.3 µM] | B: 14% | C: 18% | D: -3%[0.074 µM] | E: 3% | F: 1% | G: -1%

compound: Cc1ccc(Cn2c(C)nc3c(c2=O)c2nc4ccccc4nc2n3Cc2ccco2)cc1
  A: 41%[38.3 µM] | B: 4% | C: 20% | D: -19% | E: u | F: -11% | G: -7%

compound: CCOC(=O)N1CCN(c2nc(-c3cccc(OC)c3)cc(C(F)(F)F)n2)CC1
  A: 26%[38.3 µM] | B: 3% | C: -8% | D: 2% | E: 9% | F: -37%[inhibitor] | G: -3%

compound: Cc1ccc(C(=O)/C=C/c2cn(CC(O)CN3CCOCC3)c3ccccc23)cc1 (stereo not given)
  A: 1% | B: -4% | C: u | D: 7%[10 µM] | E: -1% | F: -25% | G: -1%

compound: C=CCn1c(SCC(=O)NCc2ccccc2)nnc1-c1cc(Br)ccc1O
  A: 24%[38.3 µM] | B: -1% | C: -19% | D: -15% | E: -8% | F: 5% | G: -2%

compound: Cc1cccc(-c2nc(CS(=O)CC(=O)NCc3cccs3)c(C)o2)c1 (stereo not given)
  A: 7%[38.3 µM] | B: 0% | C: 2% | D: -46%[inhibitor] | E: 0% | F: 4% | G: -1%

compound: NC(=O)CSc1nnc(-c2cnccn2)n1-c1ccccc1
  A: 3%[38.3 µM] | B: 6% | C: -7% | D: 15% | E: 3% | F: -6% | G: -3%

compound: COc1ccc(Nc2nc(C)cc(C)c2C(N)=O)c(OC)c1
  A: 60%[activator][38.3 µM] | B: 25% | C: -2% | D: -3%[10 µM] | E: 1% | F: 4% | G: 4%

compound: Cc1cccc(C(=O)NCCNC(=O)c2cccc(C)c2)c1
  A: 0% | B: 7% | C: 0% | D: u | E: -6% | F: 0% | G: -2%

compound: CCOC(=O)CNC(=O)c1nn(-c2cccc(OC)c2)c(=O)c2ccccc12
  A: 19%[38.3 µM] | B: 3% | C: 1% | D: 2% | E: 11% | F: 4% | G: 1%

compound: CC(C)c1ccc(Nc2nnns2)cc1
  A: x | B: 9% | C: x | D: 25%[10 µM] | E: 21%[9.22 µM] | F: x | G: x

compound: CC(=O)c1ccc(NC(=S)NCCCn2ccnc2)cc1
  A: 2% | B: -1% | C: -14%[46 µM] | D: -7%[10 µM] | E: -9% | F: 28% | G: 1%

compound: CCCCCCC(=O)N1CCC(c2nc3c(nnn3Cc3ccccc3Cl)c(=O)[nH]2)CC1
  A: 43%[activator][38.3 µM] | B: -1% | C: u | D: 21%[10 µM] | E: u | F: 12% | G: 1%

compound: COc1cc(Cn2cnnn2)ccc1O
  A: -6%[38.3 µM] | B: 3% | C: 4% | D: -31% | E: -3% | F: 5% | G: 2%

compound: Cc1cccc(NNC(=O)c2c(F)cccc2Cl)c1
  A: x | B: 1% | C: x | D: -17%[10 µM] | E: -4%[9.22 µM] | F: x | G: x

compound: Cc1ccc2nc(SCC(=O)NCc3ccco3)[nH]c2c1
  A: 15%[38.3 µM] | B: 0% | C: 14% | D: 6% | E: -8% | F: -6% | G: 18%

compound: Cc1ccc(OC[C@H](O)[C@H](C)NC(C)C)c2c1CCC2
  A: -19% | B: 3%[21.7 µM] | C: x | D: -42%&-2%[inhibitor][1.9 µM] | E: x | F: x | G: -2%

compound: COc1ccc2c(=O)c(-c3ccc(OC)c(OC)c3)coc2c1
  A: 11% | B: 5% | C: x | D: -33%[10 µM] | E: -26%[9.22 µM] | F: x | G: x

compound: CC1Cc2ccccc2N1C(=S)NC(=O)c1cccc(Br)c1 (stereo not given)
  A: 4% | B: -4% | C: u | D: -4%[10 µM] | E: u | F: -26% | G: -6%

compound: O=C(COC(=O)c1cccs1)NC12CC3CC(CC(C3)C1)C2
  A: 1% | B: 14% | C: 6%[9.22 µM] | D: -12% | E: 21% | F: 8% | G: 3%

compound: O=C(O)CCNc1nc(-c2ccccc2)nc2ccccc12
  A: -28%[38.3 µM] | B: 1% | C: -1% | D: -14% | E: 1% | F: 5% | G: -2%

compound: O=S(=O)(N1CCOCC1)N1CCN(c2ccccc2F)CC1
  A: 13% | B: 3% | C: -12% | D: -6%[0.074 µM] | E: 5% | F: -12% | G: -2%

compound: COc1ccccc1-c1nn2c(-c3ccc(C(C)(C)C)cc3)nnc2s1
  A: -19%[38.3 µM] | B: -1% | C: 0% | D: -12% | E: -13% | F: -16% | G: -3%

compound: CC1(C)CC(=O)C=C(NC2CCCCCCC2)C1
  A: 4% | B: 6% | C: -4% | D: 13%[10 µM] | E: 2% | F: -11% | G: 0%
